GAA850 FXN act = FXN promoter activators, primary screen, cell-based, luciferase luminescence, HEK293 lucGAA850; activation, % at 6 µM; 360,000 tested, 0.56% active; AID 540364, 2011; HEK293 lucGAA850 FXN promoter luciferase reporter, 24 h; percent of 10 µM SAHA response;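 active means activation above the average of all compounds screened plus 3 SD, cutoff fixed separately per campaign, cut at about 7.5% in these data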;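 further: 0% = DMSO wells and 100% = 10 µM SAHA wells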
hgDAF12 agonist = H. glycines DAF-12 receptor agonists, primary screen, cell-based, luminescence, HEK293, GAL4 fusion, UAS-luciferase; Nuclear hormone receptor DAF-12 (Heterodera glycines), GAL4 fusion; activation, % at 6.8 µM; HEK293 GAL4-hgDAF12 UAS-luciferase reporter, agonist luminescence; normalized to butyrate control; 370,000 tested, 1.8% active;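 active means activation above a cutoff set at the mean of all screened compounds plus 3 SD, cut at about 10% in these data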;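 further: 0% = DMSO wells and 100% = sodium butyrate wells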
ssDAF12 agonist = S. stercoralis DAF-12 nuclear receptor activators, primary screen, cell-based, luminescence, HEK293, GRIP1 co-expression, lit1-tk-luc; Nuclear hormone receptor DAF-12 (Strongyloides stercoralis); HEK293 ssDAF-12/GRIP1 lit1-tk-luc reporter; % of 3 µM dafachronic acid response; activation, % at 6.8 µM; 370,000 tested, 1% active;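 active means activation above the mean over all tested compounds plus 3 SD, cut at about 0.9% in these data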;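 further: 0% = DMSO-only wells and 100% = 3 µM delta7-dafachronic acid wells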
PLC-beta3 inh = human PLC-beta3 inhibitors, primary screen, biochemical, fluorescence; 1-phosphatidylinositol 4,5-bisphosphate phosphodiesterase beta-3 (Homo sapiens), Q01970; Purified PLC-beta3, fluorogenic substrate; inhibition, % at 12.2 µM; 370,000 tested, 0.18% active; AID 720704, 2013; in the data active means inhibition above about 11%;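 further: 0% = median of compound wells on plate and 100% = full blocker control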
PLCg1 inh = PLC-gamma1 enzyme inhibitors, primary screen, biochemical, fluorescence, purified enzyme; 1-phosphatidylinositol 4,5-bisphosphate phosphodiesterase gamma-1 (Homo sapiens), P19174; fluorogenic substrate; inhibition, % at 12.2 µM; 370,000 tested, 0.84% active; AID 720700, 2013; in the data active means inhibition above about 9.5%
Target sequence (P19174 whole entry, looked up): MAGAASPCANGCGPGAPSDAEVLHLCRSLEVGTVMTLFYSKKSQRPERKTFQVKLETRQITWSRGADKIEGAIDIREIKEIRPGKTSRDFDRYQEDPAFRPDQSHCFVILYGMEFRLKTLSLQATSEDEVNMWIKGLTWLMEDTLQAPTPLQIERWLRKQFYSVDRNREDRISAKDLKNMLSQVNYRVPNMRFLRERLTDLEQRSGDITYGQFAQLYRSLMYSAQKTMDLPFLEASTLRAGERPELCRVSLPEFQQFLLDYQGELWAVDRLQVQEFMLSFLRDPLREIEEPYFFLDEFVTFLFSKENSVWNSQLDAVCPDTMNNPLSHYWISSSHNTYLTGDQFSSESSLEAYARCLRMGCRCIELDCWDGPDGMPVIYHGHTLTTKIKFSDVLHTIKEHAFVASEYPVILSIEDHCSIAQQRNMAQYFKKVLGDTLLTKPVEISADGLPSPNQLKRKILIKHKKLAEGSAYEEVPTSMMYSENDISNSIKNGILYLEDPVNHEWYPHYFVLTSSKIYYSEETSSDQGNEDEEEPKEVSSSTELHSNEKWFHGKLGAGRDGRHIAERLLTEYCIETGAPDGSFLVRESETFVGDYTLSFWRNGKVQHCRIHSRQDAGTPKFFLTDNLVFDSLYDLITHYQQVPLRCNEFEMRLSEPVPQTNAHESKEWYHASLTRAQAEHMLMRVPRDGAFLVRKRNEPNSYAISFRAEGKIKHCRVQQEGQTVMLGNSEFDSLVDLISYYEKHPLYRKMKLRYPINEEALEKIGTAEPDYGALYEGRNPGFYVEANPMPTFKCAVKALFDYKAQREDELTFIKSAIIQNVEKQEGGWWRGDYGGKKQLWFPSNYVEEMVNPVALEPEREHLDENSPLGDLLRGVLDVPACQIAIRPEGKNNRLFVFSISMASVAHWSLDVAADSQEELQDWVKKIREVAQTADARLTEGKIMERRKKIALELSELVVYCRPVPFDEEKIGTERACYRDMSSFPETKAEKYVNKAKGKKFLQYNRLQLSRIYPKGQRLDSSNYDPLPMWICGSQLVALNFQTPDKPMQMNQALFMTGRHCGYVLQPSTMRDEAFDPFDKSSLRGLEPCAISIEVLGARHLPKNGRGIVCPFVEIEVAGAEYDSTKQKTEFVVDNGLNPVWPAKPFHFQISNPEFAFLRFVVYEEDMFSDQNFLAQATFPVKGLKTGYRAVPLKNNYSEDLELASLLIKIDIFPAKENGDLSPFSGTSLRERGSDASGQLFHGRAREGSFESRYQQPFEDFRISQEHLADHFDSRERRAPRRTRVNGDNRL
ADAM10 inh = human ADAM10 inhibitors, primary screen, biochemical, QFRET, HTS; 370,000 tested, 0.62% active; recombinant ADAM10, EDANS/DABCYL FRET peptide cleavage, 3 h; AID 720582, 2013; Disintegrin and metalloproteinase domain-containing protein 10 (Homo sapiens), O14672; inhibition, % at 7 µM;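 active means inhibition above a per-campaign cutoff equal to the mean of compounds falling between control-based bounds plus 3 SD, cut at about 20% in these data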;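 further: 0% = DMSO wells while the 100% control is not disclosed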
ADAM17 inh = ADAM17 inhibitors, primary screen, biochemical, QFRET; AID 720648, 2013; 370,000 tested, 0.83% active; inhibition, % at 6.95 µM; Disintegrin and metalloproteinase domain-containing protein 17 (Homo sapiens), P78536; recombinant ADAM17, EDANS/DABCYL FRET peptide cleavage;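 active means inhibition above the mean of compounds lying between control limits plus 3 SD, set per campaign, cut at about 8.5% in these data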;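 further: 0% = DMSO-only wells as the low control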
DAX1 inh-1 = DAX1 (NR0B1) inhibitors, primary screen, cell-based, HEK293, Gal4-DAX1, luciferase luminescence. HEK293 Gal4-DAX1 luciferase reporter. AID 504766, 2011. inhibition, % at 6.75 µM. 340,000 tested, 0.99% active;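 active means inhibition above the mean over all tested compounds plus 3 SD, cut at about 4.2% in these data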;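 further: 0% = DAX1-transfected cells with DMSO and 100% = empty-vector control cells with DMSO; inhibition shows as a rise in luminescence from relieved DAX1 repression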
sPLA2-III inh = human group III sPLA2 inhibitors, primary screen, biochemical, QFRET, BODIPY PC-A2 liposome substrate | Group 3 secretory phospholipase A2 (Homo sapiens), Q9NZ20 | QFRET BODIPY PC-A2 liposome hydrolysis, fluorescence | inhibition, % at 12.2 µM | 370,000 tested, 0.56% active | AID 743126, 2013;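 active means inhibition above mean plus 3 SD of compounds lying within the high and low control bounds, cut at about 19% in these data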;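 further: 0% = median of test compound wells and 100% = no enzyme DMSO wells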
DAX1 inh-2 = DAX1 (NR0B1) inhibitors on StAR promoter, primary screen, cell-based, luminescence, SF-1 (NR5A1), full-length DAX-1; HEK293T StAR-luciferase reporter, SF-1/DAX-1 repression relief; inhibition, % at 6.8 µM; 370,000 tested, 1.1% active; AID 652010, 2013;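 active means inhibition above the mean over all tested compounds plus 3 SD, cut at about 3.6% in these data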;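 further: 0% = DAX-1 cells with DMSO and 100% = cells lacking DAX-1 with DMSO; higher inhibition means more luminescence from relief of DAX-1 repression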
hcDAF12 agonist = H. contortus DAF-12 nuclear receptor activators, primary screen, cell-based, luminescence, HEK293, lit1-tk-luc reporter. HEK293 hcDAF-12 lit1-tk-luc reporter; 0% DMSO, 100% Δ7-dafachronic acid. activation, % at 6.8 µM. 370,000 tested, 1.4% active;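 active means activation above the mean of all tested compounds plus 3 SD, cut at about 5.5% in these data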;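 further: 100% = response to 3 µM Δ7-dafachronic acid high control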
* hit, by the source's call; x = not tested or not shown. An unsorted share of the library (roughly 6.9% active in at least one column).

SMILES	GAA850 FXN act	hgDAF12 agonist	ssDAF12 agonist	PLC-beta3 inh	PLCg1 inh	ADAM10 inh	ADAM17 inh	DAX1 inh-1	sPLA2-III inh	DAX1 inh-2	hcDAF12 agonist
CN(Cc1ccccc1F)C(=O)C1C2C=CC3(CN(Cc4ccccc4)C(=O)C13)O2 (stereo unspecified)	x	-1.3	-0.8	-1	-4	-4	-3	x	2	0.1	0.1
CC(Oc1cc(F)ccc1[N+](=O)[O-])C(=O)N(C)CC(=O)Nc1ccccc1C(F)(F)F (stereo unspecified)	1.6	-2.9	-1.7	-7	-3	-1	-5	1.6	1	-1.0	-3.0
COC(=O)c1ccc2nc(-c3ccccc3)c(Cc3ccccc3C(F)(F)F)n2c1	x	6.8	-0.2	-10	-3	-3	3	x	-8	2.5	2.7
Cc1cccc(OCC(=O)NS(=O)(=O)c2ccc(Br)cc2)c1	1.0	2.8	-0.6	-11	0	-6	2	0.8	-7	0.6	1.4
S=c1[nH]nc(-c2ccc3ccccc3n2)n1-c1ccc(Cl)cc1	0.8	1.6	-0.3	-33	-34	-2	0	0.6	15	0.5	5.4
COCCN1CCN(C(=O)c2ccc3nc(Cc4ccccc4F)oc3c2)CC1	1.2	-0.1	-0.8	-9	2	-10	-2	0.2	-2	0.1	0.2
CC(=O)c1c(C)[nH]c(C(=O)CSc2nnc(CN3CCCCCC3=O)n2-c2ccccn2)c1C	0.6	2.1	-0.9	4	1	2	0	-0.6	-5	0.7	-0.7
CSc1ccc(NC(=O)CSc2nc3[nH]c(=O)cc(O)c3s2)cc1	3.3	-0.7	-1.2	-18	-8	-3	-3	-0.8	-15	1.5	-1.1
Cc1cc(C)nc(SCC(=O)c2cc3ccccc3oc2=O)n1	-0.5	-0.3	-1.4	-23	-17	-8	-4	1.1	-32	0.0	-0.1
CC(C)(C)C(=O)COC(=O)c1cc(S(=O)(=O)N2CCCCC2)ccc1N1CCOCC1	0.2	-0.3	-0.5	1	-44	-13	1	0.2	2	-0.6	0.3
CC(C)[C@H]1C(=O)Nc2ccccc2N1C(=O)N[C@@H](Cc1ccccc1)C(=O)N[C@@H](Cc1ccccc1)C(=O)O	-1.3	-1.6	-1.6	7	4	-2	-1	0.9	-6	0.3	1.6
FC(F)(F)c1nc(N2CCCC2)ncc1-c1nnnn1-c1ccc(Cl)cc1	-4.6	-6.4	-2.3	-15	-12	-11	0	-2.4	-14	-1.5	-4.0
CC(C)COC(=O)N1CCCC1C(=O)O (stereo unspecified)	2.5	-0.7	-1.0	2	3	-4	-2	1.4	-2	-0.3	-0.5
CCN(Cc1ccccc1)C(=O)COC(=O)c1cc(S(=O)(=O)Nc2ccccc2OC)ccc1O	-1.8	2.3	-1.1	-11	-7	-30	-8	-0.3	-28	-1.2	-0.5
Cc1cc(S(=O)(=O)N2CCOCC2)ccc1F	-0.8	-0.6	-1.2	7	5	4	4	-0.6	9	0.3	-1.3
Cc1ccccc1NC(=O)COC(=O)COc1ccc2ccc(=O)oc2c1	0.0	-0.8	-1.5	-25	-15	-349	-87	-0.5	4	0.5	1.2
CN1C(=O)CC(=O)N(C)c2cc(S(=O)(=O)N(C)Cc3ccccc3)ccc21	2.6	0.0	-1.0	-1	-1	4	-1	0.2	-4	-0.2	-0.3
CC(=O)/C(=N/Nc1ccc([N+](=O)[O-])cc1)N1CCCc2ccccc21	-0.8	0.7	-1.4	-7	1	2	-2	-1.2	-4	-0.1	0.3
O=C(O)C1CC=C(Cl)CC1C(=O)NCC1OCCc2ccccc21 (stereo unspecified)	-2.0	2.6	-1.2	-1	3	-3	4	1.7	4	0.3	-0.8
O=C(O)Cc1sc(NCc2ccco2)nc1-c1ccccc1	-2.0	4.1	-0.6	-21	-9	-8	-4	1.2	-7	0.0	0.0
CC(NC(=O)CCC(=O)N1CCCCCC1)c1ccccc1 (stereo unspecified)	0.4	-1.2	-1.2	0	4	4	2	0.9	3	-0.6	-1.4
COc1ccc(CCN2C(=O)CC(Cc3ccc(Br)cc3)C2=O)cc1OC (stereo unspecified)	1.1	-1.9	-1.9	1	-1	7	1	-1.2	-7	-0.9	-3.3
O=C(NCc1ccccc1Cl)C1CCN(S(=O)(=O)N2CCCCC2)CC1	3.2	0.6	-0.9	-7	3	1	-1	-0.5	1	0.4	1.4
O=C1C=C(N2CCN(C3=CC(=O)CCC3)CC2)CCC1	-1.1	-0.2	-1.3	-2	-5	-8	-2	0.7	6	1.3	-0.4
O=C(O)Cc1sc(-c2ccccc2)nc1-c1ccccc1	1.4	3.6	-1.4	-3	-4	-13	-9	-2.1	-5	0.5	-0.7
CC12CCC(=O)N1C(C(=O)Nc1ccc(Br)cc1Cl)CS2 (stereo unspecified)	1.4	-2.8	-0.9	-7	-2	0	-1	-1.0	0	-1.1	-2.6
COc1cc(CNc2ncn[nH]2)ccc1OCc1cccc(C)c1	5.8	9.0	0.8	-8	0	-3	-6	2.5	-6	0.8	0.4
COc1ccc(-n2cnnc2SCC(=O)c2ccc(S(=O)(=O)N3CCOCC3)cc2)cc1	2.3	0.9	-1.5	-9	-10	-11	-5	0.9	-33	0.7	-0.6
Cc1ccccc1C(=O)N(Cc1nc2ccccc2c(=O)[nH]1)C1CCCC1	-1.2	-1.1	-1.7	2	2	3	-2	-0.1	-20	0.3	-0.3
C[C@H]1CN([C@@H](C)CO)S(=O)(=O)c2ccc(Br)cc2O[C@H]1CN(C)S(=O)(=O)c1ccccc1	0.5	2.3	-0.7	3	3	9	2	0.7	-20	-1.3	-0.3
O=C(CN1CCOC1=O)N1CCCC(Nc2ccc(F)c(F)c2)C1 (stereo unspecified)	1.2	0.4	-0.8	-3	6	3	1	0.0	4	0.1	-1.3
CC(C)(O)CC[C@@H](O)[C@](C)(O)[C@H]1CC[C@@]2(O)C3=CC(=O)[C@@H]4C[C@@H](O)[C@@H](O)C[C@]4(C)C3CC[C@]12C (stereo partly specified)	1.0	0.8	-1.0	3	4	-4	-2	0.2	3	-0.1	-1.3
CC(C)c1ccc(OCC(=O)NCCO)cc1	2.0	4.9	-0.6	2	-2	-4	-4	0.8	2	0.2	1.7
COc1ccccc1N1CCN(Cc2nc3ccccc3c(=O)n2CC(C)=O)CC1	-0.5	1.4	-1.2	2	1	19	-1	-0.8	1	-0.2	2.0
CCCOc1ccc(N2C(=O)CC(N(CCc3ccccc3)C(=O)c3ccccc3)C2=O)cc1 (stereo unspecified)	1.8	-0.5	-0.7	-2	2	6	1	-0.1	0	0.0	-0.4
C=CCC[C@H](Cc1ccc(F)cc1)C(=O)OC[C@H]1CCCN1C(=O)[C@@H](CC=C)CC(=O)NCCO	-4.4	0.1	-0.8	2	5	-16	-4	-0.3	4	1.5	-2.4
CCCCCC(=O)NNC1=NCC(Cc2cccc(Cl)c2)S1 (stereo unspecified)	1.3	-1.4	-1.7	-2	0	-5	-5	-0.9	0	0.2	-2.1
COc1cc(NC(=O)COC(=O)CO/N=C(\C)c2ccc3c(c2)OCO3)cc(OC)c1	0.5	2.6	-0.9	-14	0	-3	0	0.0	-2	-0.2	-0.6
CC(C)NC(=O)N(C)C[C@@H]1OCCCC[C@@H](C)Oc2ccc(NC(=O)Nc3ccc(F)cc3)cc2C(=O)N([C@H](C)CO)C[C@@H]1C	x	0.4	-0.6	3	5	1	1	x	-4	2.0	0.5
Cc1ccc(CN2C(=O)C(C)Nc3ncnc(N4CCN(c5ccccn5)CC4)c32)cc1 (stereo unspecified)	2.1	-1.5	-1.3	-7	-5	-12	-6	0.6	0	0.2	-1.4
Cc1cc(C)c(NC(=O)C2CCCN2CCOC(=O)c2ccccc2)c(C)c1 (stereo unspecified)	1.7	-1.3	-0.1	1	-1	1	-1	-0.5	-7	-0.5	-2.0
CCN(CC(=O)NC1CCS(=O)(=O)C1)S(=O)(=O)c1ccc(F)cc1 (stereo unspecified)	0.4	-1.7	-1.6	5	1	6	4	0.8	8	-0.3	-0.8
O=C(NC(=S)Nc1cc(C(F)(F)F)ccc1Cl)c1ccccc1	-0.6	2.3	-0.3	-2	0	2	-1	0.6	10	-0.2	3.4
O=C(Oc1cccc(Oc2ccccc2)c1)N1CCOCC1	-0.6	0.2	-0.9	1	0	-1	-5	0.2	4	-0.2	1.2
COc1ccc(CNC(=O)Cn2cnc3c(=O)n(C)c(=O)n(C)c32)cc1	-3.7	-1.6	-1.7	-3	1	-10	-4	-1.7	5	-0.6	-2.8
Clc1ccc(-c2nc3ccccc3nc2-c2ccccc2)cc1	4.6	-4.3	-1.3	3	2	-7	2	-0.4	-3	0.0	6.1*
CCCCCCCCN1N=N[C@H]2[C@H]1[C@@H]1C[C@H]2N(C(=O)OC(C)(C)C)O1	-0.9	-1.7	0.0	-1	-2	-5	-1	-1.5	1	-1.0	-1.9
Cc1cc(N2CCOCC2)nc2ccc(NC(=S)NCc3ccc4c(c3)OCO4)cc12	2.2	0.6	-1.3	-76	-59	-252	-63	0.3	-10	-0.9	-4.2
O=C(/C=C/c1ccccc1)N/C(=C/c1ccccc1)C(=O)NCCO	0.8	-0.2	-1.6	-24	-16	-10	2	0.2	1	-0.2	-0.9
CCOc1ccccc1C(=O)NC(C(=O)NCc1ccccc1OC)C(C)C (stereo unspecified)	-0.2	3.1	-1.9	3	0	-2	1	-0.1	-8	-0.4	-1.7
COc1ccccc1OC1=NS(=O)(=O)c2ccccc21	-0.5	-0.2	-1.4	-1	0	-9	-6	0.8	13	-0.4	1.5
COc1ccc(NC(=O)CCc2nnc3ccc(NCc4ccco4)nn23)cc1	-1.5	-2.1	-0.9	-6	2	-3	-1	-0.2	-7	-0.2	-0.9
